High-throughput results (PubChem BioAssay)
WT yeast gro inh: growth inhibition of WT strain, primary screen, mitochondrial fusion inhibitor project, WT and mutant strains, chemical genetic; mitochondrial fusion phenotypic screen; inhibition, % at 10 µM; 190,000 compounds, 2.1% hits; AID 1362, 2008; in the data active = inhibition above about 58%; tested in S. cerevisiae
human PMI inhibition: inhibitors of human PMI, primary screen, biochemical, fluorescence intensity, coupled assay (AID 1209); Mannose-6-phosphate isomerase (Homo sapiens); inhibition, % at 20 µM, or IC50 in µM where a hit was titrated; 190,000 compounds, 0.42% hits; purified PMI enzyme, coupled fluorescence intensity; higher % means a stronger effect;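 note: plate controls were DMSO vehicle for no effect and wells lacking substrate for full effect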
XIAP displacement: XIAP antagonists, biochemical, IAP family, fluorescence polarization (AID 1018); XIAP BIR domain, fluorescence polarization peptide displacement; higher % means a stronger effect; displacement, % at 20 µM; hits with a dose series show IC50 in µM; 200,000 compounds, 0.007% hits; in the data active = displacement above about 50%; note: a part of the inactive calls stands beside numbers as strong as those of hits
M17LAP inhibition: P. falciparum M17LAP inhibitors, primary screen, biochemical, fluorogenic H-Leu-NHMec substrate, 1536-well (AID 1619) | one-dose inhibition, % at 30 µM; IC50 in µM for titrated hits | Leucine aminopeptidase (Plasmodium falciparum (isolate 3D7)) | recombinant M17LAP, H-Leu-NHMec fluorogenic kinetic assay; higher % means a stronger effect | 220,000 compounds, 0.38% hits;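 active = compound inhibiting the enzyme by more than half at any dose during confirmatory dose-response retesting; inconclusive = strong single-dose inhibitors picked by rank but not retested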;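 note: plate controls were full reaction with DMSO carrier for no effect and no enzyme background for full effect; strong numbers were not always called active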
PMI inhibition: human PMI inhibitors, high substrate, primary screen, biochemical, fluorescence intensity, high mannose 6-phosphate (AID 1220); recombinant PMI enzyme, coupled fluorescence intensity; higher % means a stronger effect; inhibition, % at 20 µM; hits with a dose series show IC50 in µM; Mannose-6-phosphate isomerase (Homo sapiens); 190,000 compounds, 0.66% hits
LYP phosphatase: inhibitors of LYP phosphatase, biochemical, fluorescence intensity, uHTS (AID 1779); Tyrosine-protein phosphatase non-receptor type 22 (Homo sapiens); inhibition, % at 11.5 µM; hits with a dose series show IC50 in µM; 290,000 compounds, 0.054% hits; recombinant LYP phosphatase, fluorescence intensity; higher % means a stronger effect;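 note: plate controls were vehicle with enzyme for no effect and no enzyme for full effect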
Yfh1-off respiration: enhancers of respiration in Yfh1-depleted yeast, dose response, Friedreich's ataxia, plus single-dose screen (AID 1465); S. cerevisiae Yfh1-off respiration, WST-1 reduction, 72 h; higher fold induction means a stronger effect; fold induction at 50 µM; hits with a dose series show EC50 in µM; 220,000 compounds, 0.074% hits;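 active = fold induction of absorbance versus untreated yeast above a set limit, then at least 30% activation at any dose in follow-up; inconclusive = repeats straddling the limit, or above it without dose testing; inactive = fold induction below the set limit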;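 note: activators that raise dye reduction in frataxin-depleted yeast; strong numbers were not always called active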
P. falciparum M1AAP: P. falciparum M1AAP inhibitors, biochemical, fluorogenic H-Leu-NHMec substrate, 1536-well (AID 1445); Aminopeptidase N (Plasmodium falciparum (isolate 3D7)); recombinant M1AAP, H-Leu-NHMec fluorogenic kinetic assay; higher % means a stronger effect; inhibition, % at 30 µM, or IC50 in µM where a hit was titrated; 220,000 compounds, 0.42% hits;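 active = primary inhibition above the hit cutoff, then over 50% inhibition at one or more dose response concentrations, cut at about 23% in these data, passing the limit was not always enough; inconclusive = conflicting primary data, or primary hits not chosen for dose response; inactive = low primary inhibition, or under 50% at every dose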;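 note: plate controls were DMSO full reaction for no effect and no enzyme background for full effect; strong numbers were not always called active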
TNAP activators: human TNAP enzyme activators, primary screen, biochemical, luminescent, no phosphate acceptor, uHTS (AID 1001) | 200,000 compounds, 0.03% hits | Alkaline phosphatase, tissue-nonspecific isozyme (Homo sapiens) | activation fold at 20 µM; hits with a dose series show EC50 in µM | purified TNAP, luminescent activation assay, no phosphate acceptor; higher activation fold means a stronger effect; in the data active = activation fold from about 3, or a potency from the dose series; inactive = the rest, 99 in 100 with activation fold below about 1.6; note: many of its hits are not listed in these tables
WT yeast gro inh mutant strain: second read-out of WT yeast gro inh, no call of its own (marks repeat the call); inhibition, %; mitochondrial fusion phenotypic screen, mutant strain inhibition
Numbers without * were called inactive; i = inactive; ? = inconclusive; · = not tested or not shown. Cut-off read from the data, not from the text of the source, unless noted: active = inhibition above about 50%; inactive = the rest.

SMILES	WT yeast gro inh	WT yeast gro inh mutant strain	human PMI inhibition	XIAP displacement	M17LAP inhibition	PMI inhibition	LYP phosphatase	Yfh1-off respiration	P. falciparum M1AAP	TNAP activators
O=C1C(=O)N(CCN2CCOCC2)C(c2ccncc2)/C1=C(/O)c1ccc2c(c1)OCO2 (stereo not given)	21.4	9.6	-9.2%	-4.5%	11.9%	-13.8%	-5.6%	i	-3.1%	1
O=C(COC(=O)c1cccc(S(=O)(=O)N2CCCC2)c1)NCc1ccccc1	-0.8	-3.1	1.9%	-1.0%	-1.3%	-1.2%	-3.5%	i	1.6%	1
CCn1c(C(C)C)n[nH]c1=S	8.3	4.5	-2.6%	0.8%	7.1%	-1.6%	-9.5%	i	-2.0%	1
Cc1ccc(-c2nnc(-c3cccc(Br)c3)o2)cc1	2.1	-14.2	6.0%	-1.3%	5.4%	4.0%	-6.1%	i	-0.3%	1.1
CCOC(=O)c1oc2ccccc2c1NC(=O)C1CCCCC1	5.7	3.9	1.3%	-2.3%	-14.2%	0.0%	-4.5%	i	-1.3%	1.1
CCOc1ccc(NC(=O)CC2C(=O)N(CC)C(=S)N2CCN2CCOCC2)cc1 (stereo not given)	5.3	-9.2	-38.1%	-6.0%	-13.3%	-20.3%	-7.8%	i	-6.8%	1.1
CSc1ccc(/C=N/N2CCN(Cc3ccccc3Cl)CC2)cc1	43.5	23.8	2.9%	-0.6%	-4.7%	9.9%	4.6%	i	13.2%	1.1
COc1ccc2[nH]c(=O)c(CN(Cc3cccnc3)C(=O)Nc3ccccc3)cc2c1	-9.4	-2.3	-7.4%	-5.5%	-13.4%	5.0%	-3.6%	i	?	1.1
O=C(CN(Cc1ccco1)C(=O)Cn1nnc(-c2cccs2)n1)NCC1CCCO1 (stereo not given)	6.7	-5.7	0.8%	13.2%	26.5%	2.2%	-1.3%	i	1.5%	1
CCCCCOc1ccc(C(=O)NCC(=O)NCC(=O)OCC)cc1	9.6	16.9	-12.5%	1.2%	1.3%	-8.7%	-5.5%	i	1.7%	1.1
C#CC[N+]1(CC#Cc2ccccc2)CCCC1	-15.2	-10.8	4.0%	-2.9%	3.7%	-3.2%	-7.6%	i	-9.7%	1.1
OCCNc1nc2ccc(Cl)cc2[nH]1	-0.5	5.5	0.5%	-4.4%	-1.0%	0.6%	-5.8%	i	-3.1%	1.1
O=C(CNC(=O)c1ccccc1F)OCC(=O)N1CCCc2ccccc21	-11.3	-5.3	7.7%	-5.7%	8.9%	7.4%	-0.9%	i	1.7%	1.1
COc1cccc(/C=C/C(=O)OCC(=O)NCC2CCCO2)c1OC (stereo not given)	-5.7	-5.2	10.0%	-13.7%	11.9%	8.0%	-7.1%	i	0.3%	0.9
Cn1c(=O)[nH]c(=O)c2c1nc1n2CCCS1	8.2	2.3	1.9%	-2.9%	2.5%	-3.0%	-8.0%	i	4.0%	1.1
CCOC(=O)c1c(C)[nH]c(C(=O)CN2CCN(CC)CC2)c1C	·	·	·	·	-13.2%	·	-3.0%	i	-3.0%	·
Cc1cc(C(F)(F)F)nc(CCNCc2c(C(=O)N3CCCC3)nc3ccccn23)n1	6.6	0.3	2.3%	2.9%	9.1%	0.7%	-3.5%	i	0.0%	1.1
O=C(NCCc1ccc(Cl)cc1)C1CCN(S(=O)(=O)c2cccc3nonc23)CC1	13.3	18.7	4.3%	-4.5%	2.7%	-6.1%	-4.2%	i	5.5%	1.1
N#Cc1ccc(N2CCOCC2)nc1	·	·	·	·	2.9%	·	-6.1%	i	-1.0%	·
CC(C)(C)C1CCC(=NNC(=O)c2cc(-c3ccccc3)n[nH]2)CC1 (stereo not given)	-13.5	-13.5	-3.8%	0.9%	7.3%	1.8%	-4.3%	i	-3.6%	0.4
O=C(Nc1ccccc1N1CCOCC1)c1cccc([N+](=O)[O-])c1	-6.2	-16.6	-8.0%	-9.4%	-2.4%	-4.8%	-10.7%	i	-4.2%	1.1
Cc1ccc(-c2nnc(SCC(=O)N/N=C/c3cccs3)n2-c2ccc(C)cc2)cc1	4.8	-4.8	3.0%	-6.1%	1.3%	1.8%	4.5%	i	0.2%	1
CC(C)c1c(O)nc(SCCOc2ccc(Cl)cc2)[nH]c1=O	·	·	·	·	-11.9%	·	-5.3%	i	0.1%	·
O=C(O)Cn1ncc2ccccc2c1=O	28.3	11.3	0.9%	-5.0%	-2.6%	3.5%	-9.1%	i	-3.3%	1.1
O=C(CSc1nc2ccncc2[nH]1)Nc1ccccc1C(F)(F)F	2.9	9.7	3.3%	-1.9%	9.1%	0.0%	-3.4%	i	0.9%	0.8
COc1ccc(C(=O)Nc2sc(C)c(C)c2CN2CCOCC2)cc1	-1.1	-6.2	2.4%	7.6%	-0.6%	-1.4%	-2.1%	i	10.0%	1
Cc1c(Cl)c(C(=O)NNC(=S)Nc2ccccc2)nn1C	-13.7	-6.4	10.9%	-3.7%	-12.3%	7.5%	-1.2%	·	-9.3%	·
CCOC(=O)C(=O)N=Nc1c(O)[nH]c2ccccc12	-10.9	15.3	3.6%	-5.8%	16.5%	1.0%	0.6%	i	9.3%	1.1
COC(=O)c1sccc1-n1cccc1C(=O)C(=O)N1CCOCC1	4.0	8.2	4.3%	-5.3%	-0.9%	0.3%	-7.7%	i	6.6%	1.1
O=C(CNC(=O)c1ccc2c(c1)OCCO2)N/N=C/c1ccco1	·	·	·	·	-11.7%	·	-1.9%	i	4.4%	·
COc1ccc(Nc2nc(-c3ccc4c(c3)NC(=O)CO4)cs2)cc1	45.8	20.0	-3.2%	-0.7%	-5.0%	5.5%	2.6%	i	-3.7%	1.1
COCCNC(=O)/C(C#N)=C/C(C)=C/c1ccccc1	1.2	22.1	-7.5%	-2.9%	0.7%	-7.8%	1.7%	i	12.4%	1.1
O=C(NCCOc1nc(N2CCCCC2)nc(N2CCCCC2)n1)Nc1ccccc1	12.6	11.7	11.9%	-2.7%	-8.4%	13.0%	-0.8%	i	8.6%	1.4
Cc1cc(C)c[n+](C2=C([O-])c3ccccc3C(=O)/C2=N\S(=O)(=O)c2cccs2)c1	-4.8	-19.2	27.8%	-2.7%	-5.6%	·	-2.9%	i	5.9%	1.3
CN(C)S(=O)(=O)c1cccc(C(=O)OCC(=O)c2ccc3c(c2)NC(=O)CO3)c1	-11.4	-15.0	-13.2%	-0.9%	-8.0%	-3.9%	-6.8%	i	1.7%	1.1
Oc1[nH]c(N=C2N=c3ccccc3=N2)c2ccccc12	·	·	·	·	7.1%	·	-1.3%	i	-14.1%	·
CN(C)CCCNC(=O)/C(=C\c1ccc(-c2ccc(Br)cc2)o1)NC(=O)c1ccccc1	-11.2	-6.8	12.6%	-14.7%	59.6%	-0.3%	-3.2%	i	12.1%	1
Cc1ccc(S(=O)(=O)NCc2ccc(C(=O)NCc3cccnc3)cc2)cc1	8.3	-6.5	2.4%	-7.1%	6.5%	4.8%	-4.7%	i	-2.8%	1.1
COc1ccc(C(=O)Nc2nc(C)cc(C)n2)cc1	-9.4	-2.1	·	-3.4%	14.0%	·	-1.7%	i	4.5%	1
Cn1c2c(c(=O)n(C)c1=O)C(C(F)(F)F)(C(F)(F)F)N=C(c1ccccc1Cl)N2	5.1	21.4	-3.8%	-10.6%	13.0%	2.6%	-1.4%	i	3.3%	1.1
O=C(Nc1ccc(F)cc1)c1ccc(CSc2ccccc2)o1	20.7	-5.5	9.0%	-22.1%	-17.0%	1.9%	-10.0%	i	4.1%	1.1
CC(C)(C)c1ccc(S(=O)(=O)N2C=CC(C(F)(F)F)=NCC2)cc1	-8.3	-1.1	10.2%	-3.3%	16.1%	10.1%	-1.6%	i	13.6%	1.1
O=C(c1ccc(OC2CCN(C(=O)c3cccnc3)CC2)cc1)N1CCCCCC1	1.5	5.5	3.5%	-0.7%	2.8%	-1.4%	-5.3%	i	4.2%	1.1
CCOc1ccc(NS(=O)(=O)CC23CCC(CC2=O)C3(C)C)cc1 (stereo not given)	-0.2	10.8	-4.6%	1.9%	15.5%	-12.1%	-5.0%	i	-0.8%	1.1
Cc1cc(C)cc(NC2=CC(=O)CC(c3ccco3)C2)c1 (stereo not given)	-27.1	-39.0	14.4%	-3.9%	-0.1%	15.6%	-10.1%	i	7.1%	1.1
CC(=O)c1c(N2CCCC2)[nH]c(-c2ccccc2)nc1=S	1.2	19.1	14.7%	-4.3%	7.3%	8.3%	-2.3%	i	3.7%	0.9
CCC(C)NC(=O)CN1C(=O)CC(C)(C)S(=O)(=O)c2ccccc21 (stereo not given)	3.1	-8.6	-2.2%	-2.9%	-4.2%	9.3%	-3.4%	i	2.5%	1
O=[N+]([O-])c1ccc2c(c1)C=C1CCCCC1(N1CCCCC1)O2 (stereo not given)	16.6	-15.1	-1.8%	-5.2%	9.6%	-1.2%	-3.9%	i	-0.1%	1.2
Cc1cc(C(=O)NNC(=O)c2cccc(Cl)c2)no1	·	·	·	·	1.9%	·	-9.0%	i	1.5%	·
CC1CCCCC1N1CCN(C(=O)c2cccc(F)c2)CC1 (stereo not given)	5.2	3.5	-2.2%	-5.4%	-0.6%	-10.5%	-8.6%	i	2.5%	1
O=C(Oc1ccc(-c2cn3c(n2)SCC3)cc1)c1ccccc1	7.1	-0.1	5.1%	-4.5%	-6.3%	-0.5%	3.1%	i	0.9%	1
O=C(COC(=O)/C=C/c1ccc(Cl)cc1Cl)NCCC1=CCCCC1	15.9	10.9	10.4%	0.6%	3.3%	4.5%	-5.0%	i	-15.2%	1.1
C[C@H](NC(=O)c1ccco1)C(=O)Nc1cccc([N+](=O)[O-])c1	-1.7	-7.5	-0.1%	-2.4%	1.9%	2.9%	-1.1%	i	1.2%	1.7
CCCc1cc(C(=O)Nc2ccc(C(C)=O)cc2)no1	12.7	1.1	5.5%	-2.9%	3.5%	6.1%	-0.9%	i	1.8%	1.2
Cc1ccc(CCC(=O)Nc2ncc(Cc3cccc(Cl)c3Cl)s2)o1	4.0	-9.9	13.6%	-0.1%	2.3%	11.7%	1.0%	i	10.6%	1.1
CCCCN(CC)C(=O)Cn1cnc2ccc(S(=O)(=O)N3CCC(C)CC3)cc2c1=O	-9.2	5.4	-1.7%	-2.9%	1.2%	-5.8%	2.5%	i	7.3%	1.1
